Assay outcomes as filed in PubChem BioAssay.
PLC-gamma1 inh: inhibitors of human phospholipase C gamma1. actives 0.84% (n = 370,000). purified PLC-gamma1, fluorogenic substrate, fluorescence. inhibition, % at 12.2 µM. P19174. AID 720700; in the data active = inhibition above about 9.5%
ADAM17 inh: inhibits human ADAM17 | P78536 | recombinant ADAM17, EDANS/DABCYL FRET peptide cleavage | inhibition, % at 6.95 µM | actives 0.83% (n = 370,000);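 active = inhibition above the mean of compounds lying between control limits plus 3 SD, set per campaign, cut at about 8.5% in these data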;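 note: 0% = DMSO-only wells as the low control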
DAX1 inh-1: blocks DAX1 repression of SF-1 activated StAR promoter | HEK293T StAR-luciferase reporter, SF-1/DAX-1 repression relief | inhibition, % at 6.8 µM | actives 1.1% (n = 370,000) | AID 652010;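 active = inhibition above the mean over all tested compounds plus 3 SD, cut at about 3.6% in these data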;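 note: 0% = DAX-1 cells with DMSO and 100% = cells lacking DAX-1 with DMSO; higher inhibition means more luminescence from relief of DAX-1 repression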
hgDAF12 agonist: hgDAF-12 agonism, primary luciferase screen. HEK293 GAL4-hgDAF12 UAS-luciferase reporter, agonist luminescence; normalized to butyrate control. activation, % at 6.8 µM. actives 1.8% (n = 370,000). AID 687014;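 active = activation above a cutoff set at the mean of all screened compounds plus 3 SD, cut at about 10% in these data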;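 note: 0% = DMSO wells and 100% = sodium butyrate wells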
ADAM10 inh: ADAM10 inhibition, QFRET primary screen | O14672 | recombinant ADAM10, EDANS/DABCYL FRET peptide cleavage, 3 h | inhibition, % at 7 µM | actives 0.62% (n = 370,000);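 active = inhibition above a per-campaign cutoff equal to the mean of compounds falling between control-based bounds plus 3 SD, cut at about 20% in these data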;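 note: 0% = DMSO wells while the 100% control is not disclosed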
GAA850 FXN act: increases GAA850 frataxin promoter reporter activity. HEK293 lucGAA850 FXN promoter luciferase reporter, 24 h; percent of 10 µM SAHA response. activation, % at 6 µM. actives 0.56% (n = 360,000);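 active = activation above the average of all compounds screened plus 3 SD, cutoff fixed separately per campaign, cut at about 7.5% in these data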;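 note: 0% = DMSO wells and 100% = 10 µM SAHA wells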
hcDAF12 agonist: activates DAF-12 receptor from parasite H. contortus; actives 1.4% (n = 370,000); AID 652067; activation, % at 6.8 µM; HEK293 hcDAF-12 lit1-tk-luc reporter, luminescence; 0% DMSO, 100% Δ7-dafachronic acid;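 active = activation above the mean of all tested compounds plus 3 SD, cut at about 5.5% in these data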;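 note: 100% = response to 3 µM Δ7-dafachronic acid high control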
DAX1 inh-2: NR0B1 (DAX1) inhibition | P51843 | HEK293 Gal4-DAX1 luciferase reporter, luminescence | inhibition, % at 6.75 µM | actives 0.99% (n = 340,000) | AID 504766;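 active = inhibition above the mean over all tested compounds plus 3 SD, cut at about 4.2% in these data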;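 note: 0% = DAX1-transfected cells with DMSO and 100% = empty-vector control cells with DMSO; inhibition shows as a rise in luminescence from relieved DAX1 repression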
ssDAF-12 act: activators of S. stercoralis DAF-12 nuclear receptor; HEK293 ssDAF-12/GRIP1 lit1-tk-luc reporter, luminescence; % of 3 µM dafachronic acid response; activation, % at 6.8 µM; actives 1% (n = 370,000); AID 652126;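 active = activation above the mean over all tested compounds plus 3 SD, cut at about 0.9% in these data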;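 note: 0% = DMSO-only wells and 100% = 3 µM delta7-dafachronic acid wells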
PLC-beta3 inh: inhibitors of human phospholipase C beta3; Q01970; Purified PLC-beta3, fluorogenic substrate, fluorescence; inhibition, % at 12.2 µM; actives 0.18% (n = 370,000); in the data active = inhibition above about 11%;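 note: 0% = median of compound wells on plate and 100% = full blocker control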
Target sequence (Q01970 whole entry, looked up): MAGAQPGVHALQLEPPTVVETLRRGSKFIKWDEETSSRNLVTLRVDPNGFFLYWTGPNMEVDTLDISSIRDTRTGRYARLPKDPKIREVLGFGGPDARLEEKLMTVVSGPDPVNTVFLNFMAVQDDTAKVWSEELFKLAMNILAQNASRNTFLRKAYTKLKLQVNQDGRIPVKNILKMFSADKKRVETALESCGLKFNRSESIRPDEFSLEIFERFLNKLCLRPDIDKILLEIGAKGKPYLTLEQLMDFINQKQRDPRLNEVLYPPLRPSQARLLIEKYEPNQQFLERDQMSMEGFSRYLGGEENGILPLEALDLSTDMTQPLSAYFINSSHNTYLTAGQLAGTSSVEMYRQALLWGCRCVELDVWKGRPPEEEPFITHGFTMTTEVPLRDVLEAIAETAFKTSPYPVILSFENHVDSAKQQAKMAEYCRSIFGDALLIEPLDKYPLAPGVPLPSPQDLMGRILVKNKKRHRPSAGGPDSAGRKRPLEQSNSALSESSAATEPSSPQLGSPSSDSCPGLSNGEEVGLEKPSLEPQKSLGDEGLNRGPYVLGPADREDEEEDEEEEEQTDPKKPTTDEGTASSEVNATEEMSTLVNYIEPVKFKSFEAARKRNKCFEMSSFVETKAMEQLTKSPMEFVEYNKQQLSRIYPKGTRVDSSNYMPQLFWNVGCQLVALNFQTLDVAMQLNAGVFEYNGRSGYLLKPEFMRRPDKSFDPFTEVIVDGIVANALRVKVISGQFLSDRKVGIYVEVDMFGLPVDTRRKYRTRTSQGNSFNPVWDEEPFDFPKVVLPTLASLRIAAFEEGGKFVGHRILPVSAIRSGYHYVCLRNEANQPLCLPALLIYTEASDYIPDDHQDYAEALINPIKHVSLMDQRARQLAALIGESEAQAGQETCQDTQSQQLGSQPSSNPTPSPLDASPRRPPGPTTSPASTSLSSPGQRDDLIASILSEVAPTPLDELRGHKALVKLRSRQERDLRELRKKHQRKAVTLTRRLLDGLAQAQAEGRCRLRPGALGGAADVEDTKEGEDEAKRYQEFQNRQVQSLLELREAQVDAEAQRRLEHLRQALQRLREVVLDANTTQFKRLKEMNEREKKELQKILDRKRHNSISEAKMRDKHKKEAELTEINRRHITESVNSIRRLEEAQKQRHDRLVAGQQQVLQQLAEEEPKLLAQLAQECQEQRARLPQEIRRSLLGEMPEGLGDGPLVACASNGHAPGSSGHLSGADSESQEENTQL
HGIII-sPLA2 inh: Blocks human group III sPLA2 activity; Q9NZ20; QFRET BODIPY PC-A2 liposome hydrolysis, fluorescence; inhibition, % at 12.2 µM; actives 0.56% (n = 370,000);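 active = inhibition above mean plus 3 SD of compounds lying within the high and low control bounds, cut at about 19% in these data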;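 note: 0% = median of test compound wells and 100% = no enzyme DMSO wells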
Starred values were filed as active, the others as inactive; i = inactive; . = no result given.

SMILES | PLC-gamma1 inh | ADAM17 inh | DAX1 inh-1 | hgDAF12 agonist | ADAM10 inh | GAA850 FXN act | hcDAF12 agonist | DAX1 inh-2 | ssDAF-12 act | PLC-beta3 inh | HGIII-sPLA2 inh
Nc1cc(=O)[nH]c(SCC(=O)Nc2ccc(N3CCCCC3)cc2)n1 | 6 | -9 | 1.2 | -4.2 | -15 | 0.0 | 0.6 | 1.0 | -0.4 | 3 | 14
Cc1cc(OCC(F)(F)C(F)(F)C(F)(F)C(F)F)nc(N)n1 | -1 | -17 | 0.4 | 5.0 | 5 | 0.4 | 0.5 | 1.0 | -0.5 | 2 | -3
CC(=O)NC(C)(c1ccccc1)c1nc(-c2cnc3ccccc3c2)cs1 (stereo not given) | -2 | -3 | 0.0 | 2.5 | -13 | 3.9 | -0.6 | . | -0.7 | -3 | -9
O=C(O)COc1ccc(C=C2SC(=S)N(c3ccccc3)C2=O)cc1 | 3 | 3 | 0.3 | 1.7 | -5 | -3.9 | -1.0 | 1.2 | -1.1 | 5 | 1
Clc1ccc(CN2CCSCC2)cc1Cl | 2 | 2 | 0.0 | 0.8 | 4 | 1.5 | -0.9 | -0.5 | -1.4 | -1 | 1
CCC(C)NC(=O)C1CCN(S(=O)(=O)c2ccc(Br)s2)CC1 (stereo not given) | 1 | 0 | -0.9 | -2.3 | 4 | -0.1 | -2.2 | 2.6 | -1.1 | 3 | 6
COc1ccc(C2C(C(=O)O)CC(=O)N2c2ccc(OC)cc2)cc1 (stereo not given) | 0 | -1 | 0.0 | -1.1 | -2 | -1.2 | -0.3 | -0.1 | -1.1 | 0 | 5
COc1ccc(-c2noc(N3CCC(C(=O)Nc4cc(OC)ccc4OC)CC3)n2)cc1 | 2 | 2 | -2.2 | 1.8 | 5 | -0.1 | -1.6 | -1.1 | -1.7 | 0 | -13
COc1cccc(C(=O)Oc2c(Br)cc(Br)cc2/C=N/NC(=O)c2cc(C)[nH]n2)c1 | -23 | -2 | -2.3 | -3.9 | -6 | -5.5 | -1.0 | -2.5 | -1.4 | -25 | 16
Cc1ccnc(NC(=S)NC(=O)c2cncc(Br)c2)c1 | 5 | -3 | 0.6 | 4.1 | -18 | 4.5 | 5.5 | -0.2 | -0.6 | 1 | 12
CC1CCCN(C(=O)COC(=O)CSc2ccc(C(N)=O)cc2[N+](=O)[O-])C1 (stereo not given) | -5 | -1 | -0.6 | 1.8 | -13 | 0.2 | -0.3 | -0.6 | -0.5 | -12 | 0
O=C(c1ccc(S(=O)(=O)N2CCCCC2)cc1)N1CCN(Cc2ccc3c(c2)OCO3)CC1 | 3 | 0 | -1.0 | -0.7 | -7 | 0.3 | -2.8 | -0.4 | -1.3 | 2 | -7
CC(C)N(C(=O)Cn1c(SCC(=O)NCc2ccc3c(c2)OCO3)nc2ccccc21)C(C)C | 2 | -2 | -0.8 | -2.6 | 1 | -0.7 | -0.7 | 0.8 | -1.3 | 2 | -7
CCOC(=O)c1c(-c2ccc(OC)cc2)csc1/N=C/N(C)C | -10 | -5 | -1.0 | -1.9 | -5 | 0.7 | -2.6 | -0.9 | -1.5 | -13 | 3
COc1ccc(C(CNC(=O)COc2cc(C)c(Cl)c(C)c2)N2CCCCC2)cc1 (stereo not given) | -5 | 1 | 1.7 | 1.0 | 9 | 5.4 | -2.0 | -0.2 | -1.3 | -8 | -6
CCC(CC)CN1C(N(C)C)=NC[C@@H]1CC(C)C | -1 | 1 | 0.5 | 1.6 | 1 | -1.1 | -1.0 | -0.4 | -1.3 | 4 | -9
CCNC(=O)NC(=O)C(C)OC(=O)c1cccn1C (stereo not given) | 2 | -1 | 0.7 | 0.3 | -2 | -1.0 | 0.5 | 0.3 | -1.0 | -2 | 0
Cc1cccc(N2CCN(C(=O)c3ccccc3SCC(=O)N3CCCC3)CC2)c1C | -4 | -5 | -2.1 | -2.9 | -12 | 3.2 | -2.1 | -1.6 | -2.0 | -12 | 0
COc1ccc(N2CCN(C(=O)CSc3ccc([N+](=O)[O-])cc3)CC2)cc1 | 5 | -2 | -0.2 | -2.6 | -1 | 1.4 | -1.7 | -0.8 | -1.7 | 0 | -1
COCCN(C)C(=O)CCc1nnc(Cc2ccc(-c3ccccc3)cc2)o1 | -2 | -3 | 0.1 | 0.0 | -8 | 0.8 | -2.3 | -0.2 | -1.8 | -6 | 6
O=c1[nH]c(CN2CCCCC2)ccc1O | -7 | 0 | -0.2 | 2.6 | -30 | 0.0 | 0.5 | 0.8 | -1.1 | -5 | -5
CCC(=O)N(Cc1ccc2c(c1)OCO2)Cc1cc2cc(OC)ccc2[nH]c1=O | -6 | -11 | -0.5 | -2.0 | -44 | 0.1 | 1.1 | -0.8 | -1.1 | -8 | -4
NC(=O)c1ccccc1NC(=O)CSc1nc2c(c(=O)[nH]1)CCCC2 | 2 | -2 | 0.2 | 1.0 | -1 | 0.1 | -0.3 | -0.2 | -0.7 | -1 | 7
COc1cc(OC)nc(C(NC(=O)C2CCN(Cc3ccc(N(C)C)cc3)CC2)c2ccc(F)cc2)n1 (stereo not given) | 2 | -2 | 0.2 | -1.9 | -7 | 2.2 | -1.4 | . | -0.7 | 0 | -7
COc1ccc(C(=O)CSc2ccc(-c3ccc(C)cc3)nn2)cc1 | -5 | 1 | 1.8 | 7.4 | 5 | 2.2 | 1.4 | 0.8 | -1.0 | -2 | -43
Cn1c(=O)c2c(ncn2CCOc2ccc(F)cc2)n(C)c1=O | 1 | -1 | 0.0 | -0.6 | -2 | 1.4 | -2.5 | -1.3 | -1.8 | -4 | 4
COc1ccc(NC(=O)Nc2cccc3c2O[C@H](CN(C)C(=O)Nc2ccc(OC)cc2)[C@@H](C)CN([C@H](C)CO)C3=O)cc1 | 1 | -4 | 0.5 | -1.6 | 0 | -1.6 | -0.8 | -0.5 | -0.9 | 2 | -4
CCCSc1ccc([C@@H]2[C@H]3C(=O)N(C)C(=O)[C@H]3[C@]3(C(=O)OC)CCCN23)cc1OC | -2 | -2 | 0.1 | 0.9 | -1 | -1.7 | -1.5 | -0.1 | -1.4 | 0 | -2
CNC(=O)c1nnn(Cc2ccccc2)c1NC(C)=O | -2 | -5 | -0.1 | -0.1 | -4 | -0.1 | -0.5 | 0.2 | -1.3 | 1 | 2
O=C(NCCCl)Nc1cc([N+](=O)[O-])ccc1Cl | 1 | -4 | 0.3 | -3.2 | -3 | 1.4 | -1.0 | 0.5 | -1.4 | 0 | 8
CC(c1nc2ccccc2[nH]1)N(C(=O)Cc1csc2ccccc12)c1cccnc1 (stereo not given) | 4 | 4 | -0.5 | -3.9 | -2 | . | 0.4 | . | -0.7 | 2 | -3
CCN1CCN(C(=O)c2cccc(OC3CCN(S(=O)(=O)N(C)C)CC3)c2)CC1 | -5 | -4 | -1.0 | 1.3 | -15 | 3.7 | -1.1 | 0.1 | -0.2 | -8 | 10
Cc1ccc(N=Nc2ccc(O)c(P(=O)(c3ccccc3)c3ccccc3)c2)cc1 | 1 | -2 | -0.2 | 2.4 | -1 | -1.7 | -1.7 | 0.0 | -1.1 | -4 | -8
CCOC(=O)C1=C(N)c2ccccc2CC1C(C)C (stereo not given) | 2 | 3 | 0.2 | 0.3 | 1 | 1.0 | -0.6 | 1.8 | -1.1 | 1 | 4
Cc1ccc(NC(=O)COC(=O)[C@H](C)N2C(=O)C3CC=CCC3C2=O)cc1S(=O)(=O)N(C)C (stereo not given in full) | -4 | 1 | 0.3 | 1.0 | 7 | 0.3 | -1.4 | -0.5 | -2.0 | -5 | -12
CC(CCc1ccccc1)NC(=O)c1cccc([N+](=O)[O-])c1 (stereo not given) | 0 | 1 | 0.0 | -2.4 | 3 | 0.8 | -2.0 | -0.7 | -2.0 | 3 | -1
Cc1ccc(OCCSc2ncnc3sc(C)c(C)c23)cc1C | 1 | 0 | 1.1 | 0.7 | 3 | -1.2 | -0.3 | 1.3 | -0.6 | 5 | 4
COC(=O)C1CN(CC(C)C)CCS(=O)(=O)N1Cc1cccc(Cl)c1 (stereo not given) | 1 | -1 | -0.2 | 0.0 | 2 | . | -0.7 | . | -1.8 | 5 | 1
OCCNc1nc2ccccc2nc1NCCO | -81 | -202 | 0.2 | -0.8 | i | 2.8 | 2.0 | -2.4 | -1.0 | -82 | 13
COc1ccc(OC)c(/C=N/NC(=O)Cn2ccnc2C)c1 | i | -492 | 0.2 | -1.3 | i | -0.3 | 0.8 | -0.2 | -0.8 | i | -2

Record cards, from the list above. Order of screens: PLC-gamma1 inh	ADAM17 inh	DAX1 inh-1	hgDAF12 agonist	ADAM10 inh	GAA850 FXN act	hcDAF12 agonist	DAX1 inh-2	ssDAF-12 act	PLC-beta3 inh	HGIII-sPLA2 inh
Clc1ccc(CN2CCSCC2)cc1Cl across the screens: 2	2	0.0	0.8	4	1.5	-0.9	-0.5	-1.4	-1	1
COc1cccc(C(=O)Oc2c(Br)cc(Br)cc2/C=N/NC(=O)c2cc(C)[nH]n2)c1 across the screens: -23	-2	-2.3	-3.9	-6	-5.5	-1.0	-2.5	-1.4	-25	16
CCOC(=O)c1c(-c2ccc(OC)cc2)csc1/N=C/N(C)C across the screens: -10	-5	-1.0	-1.9	-5	0.7	-2.6	-0.9	-1.5	-13	3
CC(CCc1ccccc1)NC(=O)c1cccc([N+](=O)[O-])c1 (stereo not given) across the screens: 0	1	0.0	-2.4	3	0.8	-2.0	-0.7	-2.0	3	-1
O=c1[nH]c(CN2CCCCC2)ccc1O across the screens: -7	0	-0.2	2.6	-30	0.0	0.5	0.8	-1.1	-5	-5

(list continues)
SMILES | PLC-gamma1 inh | ADAM17 inh | DAX1 inh-1 | hgDAF12 agonist | ADAM10 inh | GAA850 FXN act | hcDAF12 agonist | DAX1 inh-2 | ssDAF-12 act | PLC-beta3 inh | HGIII-sPLA2 inh
O=C(Nc1nnc(CCN2CCCCC2)s1)c1ccccc1Cl | 3 | -6 | 0.6 | 1.0 | -10 | 2.1 | -1.5 | 0.7 | -0.6 | -10 | 6
O=C(CN1CCN(C(c2ccccc2)c2ccccc2)CC1)N1CCOCC1 | 0 | -1 | -0.5 | -0.9 | -10 | 2.3 | -1.4 | -0.4 | -0.7 | -20 | 5
O=S(=O)(NC1=NCCCCC1)c1ccc(Cl)cc1Cl | 1 | -2 | -0.3 | -1.1 | -17 | 0.1 | 2.7 | -0.3 | -1.4 | -7 | 11
C#CCN(C[C@H]1[C@H](OC(=O)NCC2CCCCC2)[C@H](OC(=O)NCC2CCCCC2)C[C@@H](C(=O)OC)[C@H]1C(=O)OC)S(=O)(=O)c1ccc(C)cc1 | 3 | -6 | -0.2 | -2.3 | -5 | 1.9 | -2.3 | 1.3 | -1.3 | 2 | 4
CN1CCN(c2nc(Nc3ccc(O)cc3)nc3ccccc23)CC1 | 2 | -3 | 0.4 | 0.2 | -8 | 3.9 | 2.5 | 0.7 | -1.6 | -2 | -4
